KB-3-1 cytotox = KB-3-1 parental cell cytotoxicity; KB-3-1 viability, CellTiter-Glo ATP luminescence, 72 h; AID 1347075; Potency, µM (series often up to 46.1 µM), without a hit: at the top dose activity change, negative = cytotoxic, hits mostly cytotoxic; hit rate 1.4% among 400,000; also: potency is read from the fitted curve at half-maximal effect; % is scaled to controls: 0 for no effect and ±100 for the full control effect; nearly all actives have a fitted effect of over 60% in size
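Using CellTiter-Glo luminescence, growth of non-resistant KB-3-1 adenocarcinoma cells is assessed 72 h after pin-tool compound addition at 37 °C. Normalized responses across the concentration series yield fitted curves.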
SW480 rereplic = inducers of DNA re-replication in SW480 colon cancer cells; SW480 DNA re-replication, Hoechst DNA content imaging, 48 h; Potency, µM (top dose mostly 46.1 µM), for the others: top-dose re-replication activation, hits mostly activators; hit rate 1.8% among 340,000; also: potency is read from the fitted curve at half-maximal effect; % of control where 0% means no effect; nearly all actives have a fitted effect of over 55% in size
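Per well, 250 cells were exposed to pinned compound for 48 hr. Nuclear DNA was visualised with Hoechst (40 min, 37 C) and total object intensity recorded by fluorescence scanning.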
HT1080-NT tox = kills 2HG-producing HT-1080-NT fibrosarcoma cells; Potency, µM (titrated, usually from 46.1 µM), for the others: at the top dose activity, negative = less viability, most hits filed as cytotoxic; AID 686970; hit rate 1.6% among 360,000; HT-1080-NT fibrosarcoma viability, CellTiter-Glo ATP luminescence, 48 h;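 also: NT is the 2HG producing partner of a matched IDH1 knockdown line; potency is read from the fitted curve at half-maximal effect; 0% = DMSO-treated cells and -100% = media-only wells without cells; nearly all actives have a fitted effect of over 55% in size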
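Read-out is CellTiter-Glo luminescence after 10 minutes at room temperature, following 48 hours' compound treatment of HT-1080-NT cells (750 cells/well, RPMI, 5% FBS, 37 degrees C).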
HT1080 IDH1KD tx = HT-1080 IDH1 knockdown cell toxicity (counter line). HT-1080 IDH1 knockdown viability, ATP luminescence, 48 h. Potency, µM (doses to about 46.1 µM), for the others: top-dose activity, negative = toxicity, most hits filed as cytotoxic. hit rate 2% among 360,000. AID 686971;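 also: potency is read from the fitted curve at half-maximal effect; 0% = DMSO wells and -100% = cell-free medium wells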
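HT-1080-IDH1KD cells (IDH1 knocked down), 750/well in RPMI with 5% FBS, treated with compound 48 h at 37 degrees C. Viability by CellTiter-Glo luminescence, normalised to DMSO and no-cell wells; concentration-response curves classed.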
KB-V1 MDR tox = KB-V1 MDR subline cytotoxicity; KB-V1 MDR cells viability, CellTiter-Glo, 72 h; Potency, µM (top dose mostly 46.1 µM), for the others: at the highest dose activity change, negative = cytotoxicity, hits mostly cytotoxic; hit rate 3.4% among 400,000; AID 1347076; also: potency is read from the fitted curve at half-maximal effect; % is scaled to controls: 0 for no effect and ±100 for the full control effect; nearly all actives have a fitted effect of over 60% in size
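KB-V1 MDR subline cells in DMEM (phenol-red free, 10% FBS) exposed to compounds in qHTS concentration series for 72 h at 37 degrees C. Viability read by CellTiter-Glo luminescence; concentration-effect curves fitted after normalization and correction.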
DRD3 agonist = agonists of human D3 dopamine receptor; P35462; D3R DiscoveRx beta-arrestin cells, luminescence, 90 min; max activation, %; hit rate 0.58% among 410,000; in the data active = max activation above about 30%; also: 0% is about no effect; mostly tested at two doses, the higher about 12 µM
Target sequence (P35462 whole entry, looked up): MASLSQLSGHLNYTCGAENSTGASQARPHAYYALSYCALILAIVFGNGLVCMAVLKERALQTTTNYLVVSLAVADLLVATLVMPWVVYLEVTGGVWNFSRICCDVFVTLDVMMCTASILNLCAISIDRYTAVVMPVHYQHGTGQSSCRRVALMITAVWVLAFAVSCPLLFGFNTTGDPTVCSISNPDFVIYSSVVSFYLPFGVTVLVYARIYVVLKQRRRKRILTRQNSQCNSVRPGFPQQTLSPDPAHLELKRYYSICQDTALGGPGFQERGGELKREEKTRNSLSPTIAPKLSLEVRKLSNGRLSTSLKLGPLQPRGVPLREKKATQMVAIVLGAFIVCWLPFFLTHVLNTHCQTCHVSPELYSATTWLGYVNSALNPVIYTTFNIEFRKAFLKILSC
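Cells at 1500/well, incubated overnight, then treated with pinned compounds (dopamine as control) for 90 min at 37 degrees C. DiscoveRx reagent added for 30 - 60 minutes at room temperature; luminescence read.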
IL-1B inflam inh = inhibitors of inflammasome signaling (IL-1 beta secretion); hit rate 4.7% among 360,000; THP-1 LPS/ATP IL-1B secretion, AlphaLISA, 16 h; hits give low values; activity change, % at 57.5 µM; AID 743279; in the data active = activity change below about -50%; inconclusive = mostly about -30% to -49%; also: % is scaled to controls: 0 for no effect and ±100 for the full control effect
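THP-1 cells pretreated 1 hr with compounds (up to 57.5 uM final), then stimulated with LPS (250 ng/mL final) plus ATP (1.25 mM final); secreted IL-1B measured by AlphaLISA after 16 hr, decreased signal indicating inhibition.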
D3 antag = blocks the human D3 dopamine receptor | D3R cells, DiscoveRx beta-arrestin luminescence, antagonist mode; hits give low values | max response, negative = inhibition, % | hit rate 2.5% among 360,000 | P35462; in the data active = max response below about -50%; inconclusive = no clear call, values can overlap the other calls; also: % is scaled to controls: 0 for no effect and ±100 for the full control effect; mostly tested at two doses, the higher about 12 µM
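Cells plated overnight at 1500 cells/well, then exposed to library compounds with dopamine controls for 90 minutes at 37 degrees C. DiscoveRx reagent added for 30–60 minutes at room temperature; luminescence read, quantitative HTS format.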
GLP-1R agonist = GLP-1 receptor (human) agonism | P43220 | HEK293 GLP-1R CRE-luciferase, luminescence, 4-6 h; cells express a hypersensitive GLP-1R form | Potency, µM (highest dose often 45.6 µM), without a hit: at the top dose activation, actives largely listed as activators | hit rate 0.007% among 380,000 | AID 624172; also: potency is read from the fitted curve at half-maximal effect; % of control where 0% means no effect
Target sequence (P43220 whole entry, looked up): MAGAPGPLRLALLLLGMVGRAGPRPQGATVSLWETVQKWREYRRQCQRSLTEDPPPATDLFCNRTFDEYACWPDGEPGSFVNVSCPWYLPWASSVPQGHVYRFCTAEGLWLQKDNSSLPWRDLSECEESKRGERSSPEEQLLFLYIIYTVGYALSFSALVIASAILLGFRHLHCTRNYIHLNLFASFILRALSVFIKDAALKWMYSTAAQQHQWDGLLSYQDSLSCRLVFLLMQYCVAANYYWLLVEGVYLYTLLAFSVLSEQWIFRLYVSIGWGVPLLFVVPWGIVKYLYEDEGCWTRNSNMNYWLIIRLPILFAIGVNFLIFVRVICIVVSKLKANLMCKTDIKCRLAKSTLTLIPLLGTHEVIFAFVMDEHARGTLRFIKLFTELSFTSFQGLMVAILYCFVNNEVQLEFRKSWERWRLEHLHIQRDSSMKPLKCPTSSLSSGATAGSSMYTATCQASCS
* hit, by the source's call; ? = inconclusive; nt = no result given; [ ] = another dose, or the depositor's remark. Unless noted, calls follow the shape of the dose curve; as a rule, active = well fitted curve in the direction sought with a large enough effect; inconclusive = small, poorly fitted or top-dose-only effect, or another doubt; inactive = no such curve, though single readings can be large; an effect the other way counts as inactive or inconclusive.

1) COc1ccc(-n2c3c(c(=O)[nH]c2=O)C(C(F)(F)F)(C(F)(F)F)N=C(CC(C)C)N3)cc1
2) O=S1(=O)CC2N=C(N(Cc3c(F)cccc3Cl)c3ccccc3F)SC2C1 (stereo not given)
3) Cc1cc(Br)ccc1SCC(=O)OCC(=O)N1CCN(C(=O)c2ccco2)CC1
4) NC(=O)C(NC(=O)OCc1ccccc1)c1ccccc1 (stereo not given)
5) COCCNC(=O)CN1CCN(S(=O)(=O)c2ccc3c(c2)CCCC3)CC1
6) Nc1ccn(CCCN2CCN(C(=O)C3CC3)CC2)c(=O)n1
7) N=c1c(C(=O)NCc2ccc3c(c2)OCO3)cc2c(=O)n3ccccc3nc2n1Cc1cccnc1
8) Cn1cnnc1Sc1ccc(CN2CCN(C3CCCC3)C(CCO)C2)o1 (stereo not given)

screen / no.	1	2	3	4	5	6	7	8
KB-3-1 cytotox	8%	28%	2%	-3%	3%	?	-4%	20%
SW480 rereplic	-4%	?	-2%[9.22 µM]	-6%	-13%	nt	15%	0%
HT1080-NT tox	4%	-12%	7%	14%	6%	5%	2%	22%
HT1080 IDH1KD tx	-17%	-10%	11%	2%	-3%	18%	2%	13%
KB-V1 MDR tox	?	?	4%	1%	17%	?	5%	9%
DRD3 agonist	1	-9	4	4	0	6	-1	-3
IL-1B inflam inh	13	0	3	-9	18	6	-12	0
D3 antag	11	?	-8	4	9	11	-12	2
GLP-1R agonist	5%	0%	-1%	4%	8%	1%	10%	4%

9) Cc1cc(-c2ccccc2)nc(SCC(=O)N2CCCC2)n1
10) CCN(CC)S(=O)(=O)c1ccc(N2CCOCC2)c(NC(=O)c2ccc(F)cc2)c1
11) Cc1cc(C)cc(NC(=O)C(Sc2ncnc3ccccc23)c2ccccc2)c1 (stereo not given)
12) Cc1ccc(S(=O)(=O)N2CCN=C2SCc2ccccc2)cc1
13) COCCNC(=O)C(=O)NNC(=O)c1ccccc1OC
14) Cc1ccc(S(=O)(=O)N(C)c2ccc(C(=O)N(CC(C)C)C3CCS(=O)(=O)C3)cc2)cc1 (stereo not given)
15) O=C(NNC(=O)c1ccc2c(=O)n3c(nc2c1)CCC3)c1ccc(F)cc1
16) CCOc1ccc(-c2cc(C(=O)N/N=C(\C)c3cccnc3)c3ccccc3n2)cc1

screen / no.	9	10	11	12	13	14	15	16
KB-3-1 cytotox	27%	2%	3%	10%	-15%	8%	-1%	-18%
SW480 rereplic	-11%	-5%	-1%	-5%	8%	-1%	-1%	?
HT1080-NT tox	0%	13%	-4%	0%	-3%	3%	10%	?
HT1080 IDH1KD tx	-1%	30%	-17%	0%	1%	3%	14%	?
KB-V1 MDR tox	-32%	?	?	8%	0%	?	1%	10%
DRD3 agonist	-1	-7	-6	0	-5	2	-1	-14
IL-1B inflam inh	6	4	-58*	-1	-3	-1	7	9
D3 antag	5	8	-30	9	-25	17	21	-9
GLP-1R agonist	19%	5%	8%	11%	1%	2%	-13%	4%

17) CCOc1ccc(CCNC(=O)C2CCCN(C(=O)N(C)C)C2)cc1OCC (stereo not given)
18) CC(NC(=O)c1cccc(OC2CCN(C3CCN(C)CC3)CC2)c1)c1ccccc1 (stereo not given)
19) CC(C)Cn1c(N)c(C(=O)COC(=O)c2ccc3c(c2)OCCO3)c(=O)n(C)c1=O
20) Cc1ccc(S(=O)(=O)NC(CCc2ccccc2)CC(=O)C(C)(C)C)cc1 (stereo not given)
21) COc1ccc(NC(=O)Cc2c(F)c(F)c(F)c(F)c2F)cc1OC
22) COc1cc(-c2cc(C(=O)NCc3ccc(S(N)(=O)=O)cc3)c3ccccc3n2)cc(OC)c1OC
23) O=C(CC1CCCCC1)NCCCN1CCOCC1
24) Cc1ccc(-c2nnc(SCC(=O)N/N=C/c3ccccc3C(=O)O)n2-c2ccc(C)cc2)cc1

screen / no.	17	18	19	20	21	22	23	24
KB-3-1 cytotox	1%	-5%	?	?	20%	?	12%	4%
SW480 rereplic	-12%	15%	-10%	0%	-18%	14%	14%	14%
HT1080-NT tox	7%	-12%	-1%	-16%	10%	-16%	11%	2%
HT1080 IDH1KD tx	10%	-2%	-1%	-13%	2%	-11%	6%	-2%
KB-V1 MDR tox	?	?	-20%	?	10%	-2%	16%	-2%
DRD3 agonist	5	4	5	13	-8	2	1	-2
IL-1B inflam inh	11	-6	-4	4	43	-62*	3	-27
D3 antag	14	9	17	3	-10	12	-18	-1
GLP-1R agonist	3%	3%	0%	-3%	-4%	6%	-7%	-4%

25) CCN(CC)C(=O)CSc1nc2c(sc(=S)n2-c2ccccc2)c(=O)n1Cc1ccco1
26) C/C(=N\Nc1nncc2ccccc12)c1ccc(OCC(=O)N(C)C)cc1
27) COc1ccc(CNC(=O)C2CCN(S(C)(=O)=O)CC2)c(OC)c1
28) Cc1ccc(C(=O)N2CCc3ccccc32)cc1
29) COC(=O)C1[C@H]2C(=O)N(Cc3cccs3)C[C@]23C=C[C@H]1O3 (stereo not given in full)
30) Cc1ccc(C)c(S(=O)(=O)NCc2ccc(C(=O)N3CCC(Cc4ccccc4)CC3)cc2)c1
31) Cc1ccccc1NC(NC(=O)c1cccs1)C(Cl)(Cl)Cl (stereo not given)
32) CCOC(=O)C1C(C(=O)Nc2cccc(C(F)(F)F)c2)C1C(=O)NC(C)C (stereo not given)

screen / no.	25	26	27	28	29	30	31	32
KB-3-1 cytotox	?	6%	5%	6%	-14%	-1%	19%	21%
SW480 rereplic	?	-4%	5%	24%	-1%	3%	4%	-7%
HT1080-NT tox	-18%	1%	-5%	0%	12%	?	-5%	0%
HT1080 IDH1KD tx	-3%	-2%	-1%	21%	-4%	?	-23%	1%
KB-V1 MDR tox	?	?	0%	-2%	2%	-24%	6%	-12%
DRD3 agonist	-13	-4	4	-6	7	4	2	3
IL-1B inflam inh	-64*	2	1	-11	-8	-57*	3	22
D3 antag	-19	-15	-11	13	-7	-8	0	6
GLP-1R agonist	-4%	10%	6%	3%	-9%	4%	-13%	13%

33) COc1ccc(CN2CCNC(=O)C2CC(=O)NC2CCCCCC2)c(C)c1C (stereo not given)
34) COc1ccc(COC(=O)C2CCN(S(=O)(=O)c3ccc(OC)c(OC)c3)CC2)cc1
35) CC(C)(C)c1cc(C(=O)O)nn1-c1ccccc1
36) COc1cc(OC)c(NC(=O)c2ccc(F)cc2)cc1Cl
37) COc1ccccc1Nc1nc(C)cc(C)n1
38) CCOCCCNC(=O)C1CCN(C(=O)N(C)C)CC1
39) Cc1cc(N=Cc2c(O)n(-c3cccc(C(F)(F)F)c3)c(=O)c3ccccc23)no1
40) O=C(COC(=O)CNS(=O)(=O)c1cc(C(F)(F)F)ccc1Cl)NC1CC1

screen / no.	33	34	35	36	37	38	39	40
KB-3-1 cytotox	nt	-29%	-9%	9%	-1%	-1%	-15%	-11%
SW480 rereplic	1%	1%	-12%	9%	-2%[9.22 µM]	10%	-6%	-6%
HT1080-NT tox	0%	0%	?	-6%	-3%	15%	-2%	2%
HT1080 IDH1KD tx	4%	-10%	15%	-2%	-3%	8%	0%	0%
KB-V1 MDR tox	nt	0%	0%	1%	-6%	-4%	3%	0%
DRD3 agonist	4	1	0	-5	-6	-7	6	0
IL-1B inflam inh	-9	14	5	1	-15	24	22	8
D3 antag	-4	13	5	-17	-18	-25	6	-8
GLP-1R agonist	13%	-2%	6%	12%	-1%	-7%	-10%	0%

41) CCC1CCCCN1C(=O)CSc1nc2ncccc2[nH]1 (stereo not given)
42) Oc1ccccc1-c1cc(C(F)(F)C(F)F)[nH]n1
43) Cc1cccc(Nc2nc(Cl)ncc2F)c1C
44) CCOC(=O)c1nn(-c2ccc(OCC)cc2)c2nc(-c3cccc(OC)c3)c(C#N)c(=O)n12
45) COCCCn1c(SCc2nnc(-c3ccccc3)o2)nc2sc3c(c2c1=O)CCC3
46) COc1ccc(NC(=O)C23CC4CC(C2)CC(c2ccccc2)(C4)C3)c(OC)c1
47) Cc1cccc(CC(=O)Nc2sc(C(C)C)cc2C(=O)N2CCOCC2)c1
48) CCC(=O)c1ccc(OCC(O)CNC2CCCC2)cc1 (stereo not given)
49) CCOc1ccc(/C=N/NC(=O)CSc2ccccn2)cc1O

screen / no.	41	42	43	44	45	46	47	48	49
KB-3-1 cytotox	0%	-24%	21%	-6%	9%	0%	-3%	5%	3%
SW480 rereplic	-10%	3%	-1%	2%	-3%	?	-1%	?	-12%
HT1080-NT tox	11%	?	6%	-12%	5%	0%	-1%	-10%	7%
HT1080 IDH1KD tx	5%	-3%[9.24 µM]	1%	-6%	12%	-3%	-2%	-4%	-1%
KB-V1 MDR tox	0%	-14%	10%	14%	?	15µM*	-37%	3%	-11%
DRD3 agonist	-3	-9	-2	-15	11	32*	2	-12	-5
IL-1B inflam inh	-7	-5	20	58	16	23	-13	-12	5
D3 antag	10	-20	22	38	14	5	9	-14	-3
GLP-1R agonist	-1%	1%	-2%	-7%	-6%	4%	0%	-1%	19%

Records 41 through 45, reprinted for reference:
41) CCC1CCCCN1C(=O)CSc1nc2ncccc2[nH]1 (stereo not given)
42) Oc1ccccc1-c1cc(C(F)(F)C(F)F)[nH]n1
43) Cc1cccc(Nc2nc(Cl)ncc2F)c1C
44) CCOC(=O)c1nn(-c2ccc(OCC)cc2)c2nc(-c3cccc(OC)c3)c(C#N)c(=O)n12
45) COCCCn1c(SCc2nnc(-c3ccccc3)o2)nc2sc3c(c2c1=O)CCC3

screen / no.	41	42	43	44	45
KB-3-1 cytotox	0%	-24%	21%	-6%	9%
SW480 rereplic	-10%	3%	-1%	2%	-3%
HT1080-NT tox	11%	?	6%	-12%	5%
HT1080 IDH1KD tx	5%	-3%[9.24 µM]	1%	-6%	12%
KB-V1 MDR tox	0%	-14%	10%	14%	?
DRD3 agonist	-3	-9	-2	-15	11
IL-1B inflam inh	-7	-5	20	58	16
D3 antag	10	-20	22	38	14
GLP-1R agonist	-1%	1%	-2%	-7%	-6%

Screening data from PubChem BioAssay.
